Source: PubChem (Sanford-Burnham Center for Chemical Genomics)
Gli-Sufu antag: antagonists of Gli-Sufu signaling; Sufu-KO-LIGHT fibroblasts, Gli luciferase reporter luminescence; inhibition, % at 5 µM; hit rate 0.74% among 340,000;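 active = inhibition above about 55%, limit read from the data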;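 note: 0% = DMSO-treated cells and 100% = wells with medium but no cells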
SENP7 block: inhibitors of human SENP7 protease; recombinant SENP7, Z-RLRGG-aminoluciferin luminescence, 40 min; inhibition, % at 5 µM; hit rate 1.5% among 330,000;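 active = inhibition above about 50% at the single test dose, limit read from the data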;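 note: plate controls were DMSO with enzyme for no effect and no enzyme buffer wells for full effect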
Jurkat NFkB inh: lowers PMA/ionomycin-induced NF-kB signal in Jurkat cells. inhibition, % at 4 µM. PMA/ionomycin-induced NF-kB luciferase reporter, luminescence. hit rate 0.53% among 330,000
SENP8 inh: blocks the human protease SENP8. hit rate 1.2% among 330,000. inhibition, % at 10 µM. purified SENP8, Z-RLRGG-aminoluciferin cleavage, luminescence
Apaf1 inhib: human Apaf-1 inhibition; O14727; reconstituted apoptosome caspase-3 activity, DEVD-Rh110 fluorescence; inhibition, % at 20 µM; hit rate 0.71% among 330,000; AID 489030; active = inhibition of at least 40% at 20 µM;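 note: plate controls were DMSO wells for no effect and DEVD-CHO caspase inhibitor wells for full effect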
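Material: reconstituted apoptosome with Apaf-1, cytochrome c, caspase-9, procaspase-3, dATP; medium: pH 7.5 Hepes buffer with CHAPS, BSA, DTT; also added: cytochrome c and DEVD-Rh110 substrate; timing: 30 min plus 50 min, RT; signal: Rh110 fluorescence intensity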
697 NFkB inh: inhibitors of the PMA/ionomycin-induced NF-kB reporter in 697 B cells. 697 B-cell NF-kB luciferase reporter, 16 h. hit rate 0.33% among 330,000. inhibition, % at 4 µM; in the data active = inhibition above about 35%
UBC13 polyUb: human UBC13 polyubiquitination inhibition | AID 485273 | hit rate 0.47% among 330,000 | UBC13 polyubiquitin chain formation, TR-FRET | inhibition, % at 20 µM; in the data active = inhibition above about 45%, passing the limit was not always enough
Target sequence (P61088 whole entry, looked up): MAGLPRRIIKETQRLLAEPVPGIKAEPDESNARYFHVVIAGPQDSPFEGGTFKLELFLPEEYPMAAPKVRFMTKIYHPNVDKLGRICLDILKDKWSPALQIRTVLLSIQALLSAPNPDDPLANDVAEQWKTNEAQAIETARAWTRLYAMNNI
HKDC1 inhibitor: blocks human hexokinase HKDC1 activity; hit rate 0.16% among 340,000; AID 493160; inhibition, % at 20 µM; recombinant HKDC1, G6PDH/diaphorase resazurin coupled fluorescence;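 active = inhibition above about 35% when tested at 20 µM, limit read from the data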;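 note: plate controls were DMSO wells with enzyme for no effect and DMSO wells lacking enzyme for full effect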
Target sequence (Q2TB90 whole entry, looked up): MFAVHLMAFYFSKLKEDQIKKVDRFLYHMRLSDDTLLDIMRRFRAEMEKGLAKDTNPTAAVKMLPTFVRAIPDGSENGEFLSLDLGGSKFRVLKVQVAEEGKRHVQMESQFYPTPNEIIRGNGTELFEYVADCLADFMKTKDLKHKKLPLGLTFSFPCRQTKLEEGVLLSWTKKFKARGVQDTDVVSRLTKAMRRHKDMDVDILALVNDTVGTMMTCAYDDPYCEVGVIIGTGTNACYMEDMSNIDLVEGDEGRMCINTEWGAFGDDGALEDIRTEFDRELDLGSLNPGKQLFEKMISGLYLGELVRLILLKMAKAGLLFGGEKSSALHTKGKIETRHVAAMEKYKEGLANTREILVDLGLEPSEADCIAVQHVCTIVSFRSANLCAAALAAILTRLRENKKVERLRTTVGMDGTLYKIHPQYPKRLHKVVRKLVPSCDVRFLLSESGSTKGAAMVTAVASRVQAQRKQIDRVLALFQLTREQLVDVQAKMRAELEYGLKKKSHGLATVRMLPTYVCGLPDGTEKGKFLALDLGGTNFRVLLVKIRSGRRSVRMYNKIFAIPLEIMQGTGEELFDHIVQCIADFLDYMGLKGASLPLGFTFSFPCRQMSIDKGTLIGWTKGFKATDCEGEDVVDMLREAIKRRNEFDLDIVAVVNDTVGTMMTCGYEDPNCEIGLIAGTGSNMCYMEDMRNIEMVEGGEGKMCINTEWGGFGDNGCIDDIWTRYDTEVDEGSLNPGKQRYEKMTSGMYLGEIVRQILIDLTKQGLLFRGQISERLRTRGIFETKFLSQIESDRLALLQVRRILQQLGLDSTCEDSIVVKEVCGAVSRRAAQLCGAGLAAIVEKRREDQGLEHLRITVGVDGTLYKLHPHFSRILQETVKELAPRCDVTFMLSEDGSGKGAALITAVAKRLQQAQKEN
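Incubation: 90 min at room temperature in dark / Material: recombinant HKDC1 (HK5) hexokinase enzyme, produced in-house / Quantity: enzyme 5 µg/mL final / Compound: one dose of 20 µM, 1% DMSO / Reagent: glucose and ATP substrates / Buffer or medium: Tris pH 8.0 buffer with MgCl2, Tween-20, BSA, BME / Technique: resorufin fluorescence at 613 nm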
An asterisk follows results filed as active; x = no result given. Cut-off read from the data, not from the text of the source, unless noted: active = inhibition above about 50%; inactive = the rest. Random draw from the library; 3.6% or so of the library scored in one or more.

SMILES | Gli-Sufu antag | SENP7 block | Jurkat NFkB inh | SENP8 inh | Apaf1 inhib | 697 NFkB inh | UBC13 polyUb | HKDC1 inhibitor
O=C(O)c1ccccc1C(=O)Nc1n[nH]c(=S)s1 | 0.3 | 0.0 | 18.3 | -4.0 | -39.0 | 5.2 | -1.3 | -13.0
CC(=O)Nc1c2c(nn1-c1ccc(C)cc1C)CS(=O)C2 (stereo not given) | -15.3 | -1.7 | 4.9 | -9.2 | -4.6 | 8.2 | 6.9 | -6.8
Cc1nc2cccc(C(=O)NC3CCCCC3)c2o1 | -3.1 | -2.8 | 9.1 | -3.4 | -2.6 | -14.2 | 3.0 | -5.2
COC(=O)CCC(=O)NC(=S)Nc1cc(Cl)ccc1Cl | 9.6 | 1.0 | 21.4 | -1.9 | -9.9 | 5.1 | 5.6 | 12.8
CCCCN(C(=O)NC(=O)Nc1ccc(C)cn1)S(C)(=O)=O | x | -3.9 | -8.3 | -10.6 | -0.2 | -9.8 | 4.0 | 1.7
CC(CCc1ccccc1)NCC(O)COc1ccccc1 (stereo not given) | 23.6 | 4.7 | -5.6 | -3.6 | 8.3 | 4.3 | 12.8 | -6.2
CO/N=C(\Cn1ncc(N2CCOCC2)c(Br)c1=O)c1ccc(Cl)cc1 | -0.7 | 3.4 | -7.7 | -6.9 | 6.8 | -3.9 | 6.4 | -1.9
COc1ccc(CCNC(=O)COC(=O)c2ccco2)cc1OC | 5.2 | -9.4 | -10.5 | -3.3 | 7.0 | -5.4 | -1.0 | 0.4
CC(=O)c1cccc(N2C(=NC(=O)COc3ccccc3)SC3CS(=O)(=O)CC32)c1 (stereo not given) | -16.7 | 0.8 | -8.2 | -3.5 | 4.4 | -22.3 | -5.1 | -3.0
CS(=O)(=O)N(CC(=O)N1CCCCC1)c1sc2c(c1C#N)CCCC2 | 23.1 | 2.6 | 13.1 | 0.3 | 7.8 | 8.6 | 3.1 | -6.9
CCC(=O)Nc1cccc(-n2nnnc2SCC(=O)N(C(C)C)C(C)C)c1 | 5.3 | -7.5 | 5.7 | -8.8 | 10.4 | 6.8 | -0.7 | -7.6
Cc1ccc2[nH]c(=O)c(CN(CCO)C(=O)NCc3ccccc3)cc2c1 | -24.2 | -0.5 | 16.9 | 8.8 | -4.9 | 31.9 | 4.4 | 1.9
CCOC(=O)c1ccc(N2C(=O)CC(Sc3nc(O)c(CC)c(=O)[nH]3)C2=O)cc1 (stereo not given) | -4.5 | -4.5 | 1.4 | 0.0 | -1.8 | 8.3 | 0.2 | -3.9
O=C(NCC1CCCN1S(=O)(=O)c1cccs1)c1cccc(Cl)c1 (stereo not given) | 18.4 | 3.4 | -5.5 | -2.6 | 15.1 | 0.0 | 2.2 | -3.9
CC(=O)Oc1ccc(Oc2ccc(-c3noc(C)n3)cc2)cc1 | -10.2 | -3.0 | -25.1 | -5.7 | 2.5 | -111.6 | -14.1 | -0.6
Cc1cc(C(=O)NNC(=O)c2ccc(Cl)cc2Cl)c(C)o1 | -15.2 | -2.8 | 13.1 | -6.6 | 2.9 | 5.1 | 2.2 | -3.5
CCOC(=O)N1CCN(C(=O)c2cccc(NC3=NC4CS(=O)(=O)CC4S3)c2)CC1 (stereo not given) | -4.8 | -2.9 | 2.6 | -1.9 | -17.3 | 22.6 | 2.8 | -0.1
COc1ccc(O/C(=N\S(=O)(=O)c2ccccc2)c2ccccc2)cc1 | 1.6 | 2.9 | -8.6 | -4.1 | 2.1 | -9.7 | 2.5 | -7.4
CC1=NC(C#N)=C(C#N)NC(C)(C)C1 | -4.3 | 4.8 | 6.1 | 7.6 | -5.5 | 7.2 | -7.5 | -3.1
Cc1ccc(NC(=O)c2cc(N3C(=O)CCC3=O)ccc2N2CCCCC2)cc1 | 3.5 | -1.1 | 9.1 | 6.5 | 6.5 | 14.0 | 2.9 | -5.8
Cc1ccc(NC(=O)c2ccc3c(c2)C(=O)N(c2cc(C)ccc2C)C3=O)nc1 | 7.6 | -4.2 | -8.3 | -0.1 | 3.8 | -1.8 | -0.6 | -0.3
COc1ccccc1-n1cnnc1SCC(=O)NCC1CCCO1 (stereo not given) | 15.7 | -4.6 | -8.0 | 1.3 | 1.4 | 14.0 | -0.5 | -6.3
O=C1CC(NC23CC4CC(CC(C4)C2)C3)C(=O)N1c1ccc2c(c1)OCO2 (stereo not given) | 28.4 | -5.4 | -15.9 | -1.2 | -27.0 | -5.8 | 8.2 | -8.3
COc1ccc(-c2[nH]nc3c2C(c2ccc(OC(=O)N4CCOCC4)cc2)C(C#N)=C(N)O3)cc1 (stereo not given) | 5.1 | 4.1 | 10.8 | 14.0 | 3.8 | 14.2 | -5.3 | -2.1
Cc1c(NN=C(C#N)C#N)c(=O)n(-c2ccccc2)n1C | 0.5 | 0.3 | -7.7 | -1.7 | 0.5 | 3.5 | -7.0 | 6.4
O=C(Nc1nccs1)c1cccc(NC(=O)C(F)(F)F)c1 | -16.9 | 3.8 | -14.5 | 4.9 | -27.3 | -4.7 | 15.1 | -4.6
N/C(=N\OC(=O)C1CCCCC1)c1ccc(Br)cc1 | -14.4 | 12.3 | -75.5 | -4.0 | 15.6 | -100.5 | -4.0 | 3.6
CCCCOC(=O)C1=C(C)NC(=O)NC1c1cc2c(cc1Br)OCO2 (stereo not given) | 6.8 | -2.6 | 17.7 | 5.1 | 0.4 | 8.9 | 3.8 | -2.5
Nc1cc(N)nc(SCC(=O)Nc2cc(S(=O)(=O)N3CCOCC3)ccc2Cl)n1 | -3.4 | 9.5 | -2.2 | 0.2 | -8.1 | -31.3 | -4.2 | -4.2
COc1ccc(CNC(=O)Cn2cnc3c(OCc4ccccc4)ncnc32)cc1 | -18.5 | -7.2 | 6.1 | -13.2 | 7.9 | -13.4 | -4.3 | -0.9
COc1ccc(CNC(NC(=O)c2ccccc2)(C(F)(F)F)C(F)(F)F)cc1 | -21.5 | -5.2 | 6.0 | -4.4 | 12.6 | -12.3 | -6.7 | 0.1
COc1cc(CO)cc(Br)c1OCC(=O)Nc1cccc2ccccc12 | -0.5 | 5.9 | -7.5 | 0.4 | 4.4 | 2.7 | -4.4 | 0.9
COc1ccc(CC(=O)Nc2cc(S(=O)(=O)N3CCCCC3)ccc2C)cc1OC | 45.3 | -0.4 | 30.6 | -3.3 | -1.0 | -13.3 | 4.6 | -0.6
CCNC(=S)N/N=C1\C(=O)c2cccc3cccc1c23 | 15.7 | -1.0 | -3.4 | -1.3 | -12.7 | 6.6 | 11.1 | -2.7
O=C(O)/C(CC(=O)c1ccc(Cl)cc1)=N/Nc1ccc([N+](=O)[O-])cc1[N+](=O)[O-] | -2.6 | 2.3 | 0.7 | 9.3 | 3.8 | 13.7 | -13.3 | 12.8
Cc1cccnc1CCNC(=O)C1CCC(=O)N(Cc2cccc(F)c2)C1 (stereo not given) | 0.3 | 4.1 | -11.9 | -1.8 | -4.4 | -2.8 | 4.3 | -4.9
COc1ccc(Cl)cc1-c1nc(SCC(=O)NC(C)C)n[nH]1 | -7.2 | 1.2 | -7.1 | 9.3 | 4.6 | 3.9 | 21.1 | 4.3
CCn1c(C(C)NC(=O)c2cccs2)n[nH]c1=S (stereo not given) | 0.5 | 4.7 | 12.1 | -1.9 | -7.8 | 11.0 | 9.6 | -0.8
Cc1ccccc1C(=O)Nc1ccc(N2CCN(C)CC2)nc1 | 33.3 | 2.5 | -9.2 | -2.0 | -16.2 | 20.4 | 0.4 | -2.6
Cc1ccc(C(=O)OCC(=O)NNC(=O)c2ccc([N+](=O)[O-])cc2)o1 | -6.9 | -1.2 | 1.0 | -6.1 | 0.8 | 18.5 | -3.0 | 0.7

Whole records, looked up by structure. Values in the order: Gli-Sufu antag | SENP7 block | Jurkat NFkB inh | SENP8 inh | Apaf1 inhib | 697 NFkB inh | UBC13 polyUb | HKDC1 inhibitor
COc1ccc(CCNC(=O)COC(=O)c2ccco2)cc1OC in the list: 5.2 | -9.4 | -10.5 | -3.3 | 7.0 | -5.4 | -1.0 | 0.4
CCn1c(C(C)NC(=O)c2cccs2)n[nH]c1=S (stereo not given) in the list: 0.5 | 4.7 | 12.1 | -1.9 | -7.8 | 11.0 | 9.6 | -0.8
Cc1ccc(C(=O)OCC(=O)NNC(=O)c2ccc([N+](=O)[O-])cc2)o1 in the list: -6.9 | -1.2 | 1.0 | -6.1 | 0.8 | 18.5 | -3.0 | 0.7
COc1ccc(CNC(NC(=O)c2ccccc2)(C(F)(F)F)C(F)(F)F)cc1 in the list: -21.5 | -5.2 | 6.0 | -4.4 | 12.6 | -12.3 | -6.7 | 0.1

(next part)
SMILES | Gli-Sufu antag | SENP7 block | Jurkat NFkB inh | SENP8 inh | Apaf1 inhib | 697 NFkB inh | UBC13 polyUb | HKDC1 inhibitor
CN(C)c1ccc(/C=N/NC(=O)c2ccccn2)cc1 | -31.3 | 91.0* | -63.0 | 76.1* | -11.5 | -112.7 | -13.5 | -4.0
NC(=O)C1Cc2ccccc2CN1C(=O)c1cccc(Oc2ccccc2)c1 (stereo not given) | 1.8 | 1.5 | -1.9 | -6.4 | 4.9 | -10.6 | -4.9 | -5.0
CC1CN(CC(O)COC2CCC(C(C)(C)C)CC2)CC(C)O1 (stereo not given) | 26.9 | -8.9 | -0.1 | -11.5 | 13.5 | -12.3 | -6.0 | -3.3
Cc1ccc(CNC(=O)CCCc2nc3ccccc3s2)cc1 | -1.2 | -9.2 | 4.0 | -7.9 | 15.4 | 13.3 | -3.2 | 7.6
Cc1ccc(S(=O)(=O)N(Cc2c(F)cccc2Cl)C(=O)N2CCN(C)CC2)cc1 | -4.1 | -3.0 | 12.1 | -8.0 | -1.2 | -4.1 | -0.2 | -1.1
COc1ccccc1N1CCN(C(=O)CSc2nc(C)c(C)c(=O)[nH]2)CC1 | -9.1 | 12.0 | -18.6 | 6.6 | 2.9 | -7.5 | -3.7 | -4.8
O=C(Cn1nc(Cc2cccnc2)c2ccccc2c1=O)NCC1COc2ccccc2O1 (stereo not given) | 20.8 | 5.2 | -13.1 | -9.5 | 9.3 | 12.9 | 10.5 | 1.3
Oc1ccccc1N1CCN(c2ncnc3sc(-c4ccccc4)cc23)CC1 | -0.8 | -1.9 | 30.5 | -4.5 | -2.8 | 7.6 | 5.4 | 1.1
CCc1ccc(-c2nc(CN3CCC(C(=O)NCc4ccccc4OC)CC3)c(C)o2)cc1 | -13.4 | 0.6 | 10.8 | 1.2 | 11.9 | 2.9 | 18.7 | -2.9
CCCn1c(SCC(=O)NC)nc2sc3c(c2c1=O)CCC3 | 21.6 | -8.8 | 10.0 | 0.2 | 3.4 | -3.0 | -13.6 | -1.4
C=CC1=C2C=C(C3CC3)N(C3CC3)C=C2C(=O)C(C)(OC(=O)c2ccco2)C1=O (stereo not given) | -10.9 | 1.9 | 10.0 | -2.9 | 7.0 | -4.2 | -21.4 | 12.5
Cc1cccc(C)c1NC(=O)C(c1ccccc1)N1CCOCC1 (stereo not given) | 0.6 | -7.7 | -5.1 | -2.3 | -0.6 | 12.0 | 8.1 | -1.3
CC(C)CN1C(=O)NC(NS(=O)(=O)c2ccc(N)cc2)(C(F)(F)F)C1=O (stereo not given) | 0.4 | -5.3 | 12.2 | 1.2 | 4.8 | -10.8 | 0.2 | -8.6
COc1ccc(-c2c3c(nc4sc5c(Cl)nc(C)nc5c24)CCC3)cc1 | 1.1 | -2.8 | 19.3 | -9.7 | 4.7 | 6.1 | 3.8 | 4.7
Cc1ccc(-c2nnn(CC(=O)N(CCO)C(C(=O)NC(C)(C)C)c3ccncc3)n2)cc1 (stereo not given) | 2.3 | 1.3 | -6.3 | -0.1 | -19.3 | 16.5 | 5.7 | -7.8
Cc1cc(Oc2ccc(Br)cc2)nc(SCC(=O)c2ccccc2)n1 | 7.1 | 2.1 | 1.5 | 1.1 | 10.6 | 3.5 | 20.7 | 14.3
